Screening results (PubChem)
Vif-A3F inh: qHTS for Inhibitors of Vif-A3F Interactions: qHTS; HeLa A3F-eYFP + Vif (tagged APOBEC3F with the HIV-1 protein that degrades it), YFP fluorescence increase; Potency, µM (doses to about 46.1 µM), for inactives: top-dose activity, negative = active; 390,000 compounds, 0.2% hits; also: % of control where 0% means no effect; nearly all actives have a fitted effect of over 65% in size
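HeLa cells stably expressing A3F-eYFP plus Vif, plated and incubated overnight at 37 deg C, then exposed to compounds overnight at 37 deg C. Blocked degradation read as raised yellow fluorescence (Ex 488/Em 500-530).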
USP1-UAF1 inh: Inhibitors of USP1/UAF1: Primary Screen. 390,000 compounds, 0.23% hits. AID 743255, 2014. recombinant USP1/UAF1, Ub-Rhodamine cleavage fluorescence. Potency, µM (titrated, usually from 57.1 µM), for the others: at the highest dose activity change, negative = inhibition, most hits filed as inhibitors; also: % is scaled to controls: 0 for no effect and ±100 for the full control effect; nearly all actives have a fitted effect of over 60% in size; inactives centre near -12
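USP1/UAF1 complex (1 nM) preincubated 15 min at room temperature with compound, then Ub-Rho substrate (150 nM final) added. Kinetic fluorescence at 480/540 nm over 6 reads at 60 s intervals; 50 mM HEPES pH 7.8, 0.5 mM EDTA, 0.1 mg/ml BSA, 1 mM TCEP, 0.01% Tween-20.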
IDH1 R132H inh: qHTS for Inhibitors of mutant isocitrate dehydrogenase 1 (IDH1): qHTS. 390,000 compounds, 0.093% hits. Potency, µM (highest dose often 76.6 µM), for inactives: at the highest dose activity change, negative = inhibition, most hits filed as inhibitors. IDH1-R132H enzyme, NADPH consumption, diaphorase/resazurin fluorescence. AID 602179, 2012. Isocitrate dehydrogenase [NADP] cytoplasmic (Homo sapiens), O75874; also: % is scaled to controls: 0 for no effect and ±100 for the full control effect; nearly all actives have a fitted effect of over 65% in size
Target sequence (O75874 whole entry R132H, stated change not applied): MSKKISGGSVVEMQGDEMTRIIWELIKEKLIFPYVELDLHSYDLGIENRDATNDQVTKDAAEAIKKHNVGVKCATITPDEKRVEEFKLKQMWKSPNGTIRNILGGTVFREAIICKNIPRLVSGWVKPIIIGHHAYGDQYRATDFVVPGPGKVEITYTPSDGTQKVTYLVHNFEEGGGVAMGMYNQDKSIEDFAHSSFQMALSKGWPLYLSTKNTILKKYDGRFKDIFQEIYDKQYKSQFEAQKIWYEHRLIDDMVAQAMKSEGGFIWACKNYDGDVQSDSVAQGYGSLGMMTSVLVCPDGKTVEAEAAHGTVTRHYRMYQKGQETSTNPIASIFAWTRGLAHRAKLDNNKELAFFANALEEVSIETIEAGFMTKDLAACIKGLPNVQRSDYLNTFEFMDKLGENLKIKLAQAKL
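IDH1-R132H (0.5 ug/mL) preincubated 30 min with compound, then NADPH (0.016 mM) and alpha-KG (2 mM) added; 80 min at RT, pH 7.5. Remaining NADPH coupled via diaphorase/resazurin to fluorescence (540/590 nm); concentration-response curves normalized to no-enzyme control.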
Vif-A3G inh: qHTS for Inhibitors of Vif-A3G Interactions: qHTS; DNA dC->dU-editing enzyme APOBEC-3G (Homo sapiens), Q9HC16; HeLa A3G-eYFP + Vif (tagged APOBEC3G with the HIV-1 protein that degrades it), YFP fluorescence, overnight; Potency, µM (series often up to 46.1 µM), for inactives: top-dose activity, negative = active, usual class: inhibitors; 410,000 compounds, 0.076% hits; AID 602310, 2012;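 also: % is scaled to controls: 0 for no effect and ±100 for the full control effect; nearly all actives have a fitted effect of over 60% in size; hits raise eYFP signal because A3G escapes Vif-driven loss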
Target sequence (Q9HC16 whole entry, looked up): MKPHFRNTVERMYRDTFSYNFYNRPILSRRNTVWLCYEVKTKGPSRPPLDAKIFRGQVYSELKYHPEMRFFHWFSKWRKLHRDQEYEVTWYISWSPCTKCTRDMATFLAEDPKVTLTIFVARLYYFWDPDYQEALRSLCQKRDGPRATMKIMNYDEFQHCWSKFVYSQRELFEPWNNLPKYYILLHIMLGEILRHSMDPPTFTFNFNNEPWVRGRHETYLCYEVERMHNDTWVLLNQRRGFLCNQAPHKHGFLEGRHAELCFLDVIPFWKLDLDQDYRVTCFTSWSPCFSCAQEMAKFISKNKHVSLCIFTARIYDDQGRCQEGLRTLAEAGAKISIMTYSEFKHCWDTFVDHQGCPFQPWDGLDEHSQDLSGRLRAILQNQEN
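Read-out is eYFP fluorescence (Ex 488/Em 500-530) from Vif-expressing HeLa A3G-eYFP cells; more signal means A3G escaped Vif-mediated degradation. Cells plated overnight, compound pinned in, incubated overnight at 37 deg C.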
rTrxR1 inhibitor: qHTS Assay for Inhibitors of Mammalian Selenoprotein Thioredoxin Reductase 1 (TrxR1): qHTS; Potency, µM (doses to about 114 µM), without a hit: top-dose activity change, negative = inhibition, actives largely listed as inhibitors; AID 588453, 2011; recombinant rTrxR1, NADPH fluorescence consumption, selenite substrate; Thioredoxin reductase 1, cytoplasmic (Rattus norvegicus), O89049; 390,000 compounds, 1% hits; also: % is scaled to controls: 0 for no effect and ±100 for the full control effect; nearly all actives have a fitted effect of over 65% in size
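Rat TrxR1 (90 nM in the dispensed reagent) was pre-reduced with 400 uM NADPH for 5 min at room temperature, then incubated with compound for 15 min. After 400 uM selenite was added, NADPH fluorescence (Ex 340/Em 450 nm) was followed for 8 min.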
RGS4 inh: Inhibitors of Regulator of G Protein Signaling (RGS) 4: qHTS. Transcreener GDP fluorescence polarization, RGS4-accelerated GTP hydrolysis. Regulator of G-protein signaling 4 (Homo sapiens), P49798. Potency, µM (titrated, usually from 114 µM), for inactives: at the top dose activity change, negative = inhibition, most hits filed as inhibitors. 390,000 compounds, 0.039% hits. AID 504845, 2011; also: % is scaled to controls: 0 for no effect and ±100 for the full control effect; nearly all actives have a fitted effect of over 75% in size; some results filed as inactive show a strong effect at the top dose
Target sequence (P49798 whole entry, looked up): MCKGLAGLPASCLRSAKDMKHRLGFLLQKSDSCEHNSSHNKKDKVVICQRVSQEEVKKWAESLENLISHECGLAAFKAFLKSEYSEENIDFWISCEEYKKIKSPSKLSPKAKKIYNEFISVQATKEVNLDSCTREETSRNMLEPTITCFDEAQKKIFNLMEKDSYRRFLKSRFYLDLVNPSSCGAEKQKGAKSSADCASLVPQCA
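MLSMR compounds (23 nl, pin-transferred) preincubated 10 min at room temperature with a 500nM (2x) first reagent, then RGS4 at 900nM (2x) plus Transcreener GDP mix added; fluorescence polarization (620/688 nm) read before and after 90 min at 30 °C.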
12-LOX inh: Primary qHTS assay for inhibitors of human arachidonate 12S-lipoxygenase (ALOX12): Round 2. Polyunsaturated fatty acid lipoxygenase ALOX12 (Homo sapiens), P18054. purified 12hLO, xylenol orange hydroperoxide absorbance. Potency, µM (titrated, usually from 108 µM), for the others: at the top dose activity change, negative = inhibition, most hits filed as inhibitors. 580,000 compounds, 1.1% hits. AID 1671190, 2021; also: % is scaled to controls: 0 for no effect and ±100 for the full control effect
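Purified human 12hLO at 150 nM in 25 mM Hepes, 0.01% Triton X-100, pH 7.0, preincubated 15 min at room temperature with compound. Reaction started with 40 uM arachidonic acid, 30 min at room temperature. Hydroperoxide measured by Fe-xylenol orange, 573/405 nm absorbance ratio.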
RXFP1 ag: qHTS Assay for Agonists of the Relaxin Receptor RXFP1 | Relaxin receptor 1 (Homo sapiens), Q9HBX9 | HEK293T-RXFP1 cAMP TR-FRET, 30 min; response scale: percent of porcine relaxin response, buffer zero | Potency, µM (top dose mostly 57.5 µM), for inactives: at the top dose activation, usual class: activators | 370,000 compounds, 0.3% hits | AID 2676, 2010; also: % is scaled to controls: 0 for no effect and ±100 for the full control effect; nearly all actives have a fitted effect of over 60% in size; many of its hits are not listed in these tables
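HEK293 cells stably expressing RXFP1, treated 30 min at 37C with compounds plus PDE4 inhibitor Ro 20174; cAMP measured by HTRF TR-FRET. Normalized to buffer and 29 nM porcine relaxin; EC50 by Hill fit.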
TrxR1 substrate: qHTS Assay for Substrates of Mammalian Selenoprotein Thioredoxin Reductase 1 (TrxR1): qHTS; purified TrxR1 substrate turnover, NADPH consumption readout; 390,000 compounds, 0.01% hits; Potency, µM (series often up to 114 µM), inactives show at the highest dose activity change, negative = substrate turnover; also: % is scaled to controls: 0 for no effect and ±100 for the full control effect; nearly all actives have a fitted effect of over 50% in size
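Rat TrxR1, dispensed at 90 nM, was prereduced with 400 uM NADPH (final) for 5 min at ~22 deg C, then incubated with compound 15 min before 400 uM selenite. A first-read NADPH fluorescence drop versus no-compound background flagged substrates.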
An asterisk follows results filed as active; ? = inconclusive; . = no result given; & = joins results of further samples; [ ] = dose if it differs, or a comment. Calls follow the shape of the dose curve; as a rule, active = well fitted curve in the direction sought with a large enough effect; inconclusive = small, poorly fitted or top-dose-only effect, or another doubt; inactive = no such curve, though single readings can be large; an effect the other way counts as inactive or inconclusive. Potency is read from the fitted curve at half-maximal effect. Some of the compounds tested. The share of hits here may be higher or lower than overall.

SMILES	Vif-A3F inh	USP1-UAF1 inh	IDH1 R132H inh	Vif-A3G inh	rTrxR1 inhibitor	RGS4 inh	12-LOX inh	RXFP1 ag	TrxR1 substrate
O=c1c(Cl)c(NCc2ccco2)cnn1C12CC3CC(CC(C3)C1)C2	5%	-22%	-2%	-1%	-3%	0%	?	2.7%	4%
CCOC(=O)C(=NC1CCS(=O)(=O)C1)NNc1ccccc1Cl (stereo not given)	0%	-21%	-4%	4%	-10%	-19%[11.4 µM]	13µM*	3.2%	1%
COC(=O)c1sccc1NC(=O)COc1ccccc1Cl	-1%	-16%	-3%	-14%	3%	-47%	-15%	1.6%	-1%
COC(=O)c1c(-c2ccco2)csc1NC(=O)C1CC=CCC1C(=O)O (stereo not given)	6%	-8%	5%	-6%	?	-6%	?	28%	-8%
O=C(O)C1(Nc2ccccc2Cl)CCCC1	1%	-11%	-2%	-1%	17%	4%	0%	.	3%
Cc1cccc(S(=O)(=O)C(C#N)c2nc3ccccc3nc2N2CCCC2)c1 (stereo not given)	?	-21%	-7%	-26%	-9%	-9%	?	0.8%	73%[activator]
CC(=Nc1ccccc1O)c1sc2ccccc2c1O	?	?	-2%	?	-1%	-16%	-11%	0.8%	-4%
Cc1c(Cl)cccc1NC(=O)c1cc(C2CC2)on1	2%	-17%	8%	-8%	-3%	-20%	-19%	-0.4%	-1%
O=C(Cn1nnc(-c2cccc(C(F)(F)F)c2)n1)N1CCOCC1	-9%	-4%	1%	2%	18%	-12%	3%	1.1%	7%
O=C(c1cccs1)c1cn(CCOc2ccc(Cl)cc2)c2ccccc12	9%	?	5%	2%	-3%	4%	-7%	?	-6%
Nc1ccc(NC(=O)c2cccs2)c(Cl)c1	-8%	-20%	7%	-1%	14%	7%	24%	-1.6%	4%
O=C(c1ccc(OC2CCN(CCc3ccccc3)CC2)cc1)N1CCC(CO)CC1	5%	-19%	0%	-4%	-1%	-12%	-12%	-0.4%	0%
O=S(=O)(NCC(c1ccco1)N1CCN(c2ccc(F)cc2)CC1)c1ccc2c(c1)OCCO2 (stereo not given)	0%	-9%	-5%	0%	4%	0%	8%	0.5%	-7%
Cc1nc(S(=O)(=O)c2ccc(Cl)cc2)nc2c1CCC2	4%	-4%	0%	0%	-11%	4%	0%	1.2%	-13%
O=C(O)c1ccc(N/N=C/c2ccc(-c3cc(Cl)ccc3Cl)o2)cc1	-8%	-14%	2%	4%	19%[57.1 µM]	-74%[56.9 µM]	-24%	-0.1%	-4%[57.1 µM]

A different layout for some results above:
Compound | Vif-A3F inh | USP1-UAF1 inh | IDH1 R132H inh | Vif-A3G inh | rTrxR1 inhibitor | RGS4 inh | 12-LOX inh | RXFP1 ag | TrxR1 substrate
O=C(c1cccs1)c1cn(CCOc2ccc(Cl)cc2)c2ccccc12 | 9% | ? | 5% | 2% | -3% | 4% | -7% | ? | -6%
Nc1ccc(NC(=O)c2cccs2)c(Cl)c1 | -8% | -20% | 7% | -1% | 14% | 7% | 24% | -1.6% | 4%
O=C(c1ccc(OC2CCN(CCc3ccccc3)CC2)cc1)N1CCC(CO)CC1 | 5% | -19% | 0% | -4% | -1% | -12% | -12% | -0.4% | 0%

New compounds follow.
SMILES	Vif-A3F inh	USP1-UAF1 inh	IDH1 R132H inh	Vif-A3G inh	rTrxR1 inhibitor	RGS4 inh	12-LOX inh	RXFP1 ag	TrxR1 substrate
CC(=O)c1ccc(NC(=O)CSc2nnc(Cc3cccn3C)n2-c2ccc(F)cc2)cc1	4%	-6%	1%	-2%	8%[57.1 µM]	-2%	-2%	2.1%	10%[57.1 µM]
CC(C)(C)c1ccc(S(=O)(=O)NCC(=O)N2CCN(Cc3ccccc3)CC2)cc1	-14%	-17%	6%	0%	-6%	-3%	0%	-0.1%	-9%
CCOC(=O)C1CCN(c2csc3ccc(C)cc3c2=O)CC1	-13%	-17%	-2%	0%	0%[57.1 µM]	-24%	4%	-1.0%	-7%[57.1 µM]
CCOC(=O)c1c(Nc2cccc(C)c2)nnc(-c2ccccc2)c1-c1ccccc1	7%	-18%	14%	1%	18%	6%	-18%	-0.8%	-4%
C=CCCN(Cc1ccccc1)S(=O)(=O)c1ccccc1Br	-4%	-24%	0%	-4%&-12%	1%&31%	-13%&26%	3%	-0.2%	-1%
COc1ccc(NC(=O)C2COc3ccccc3C2)cc1Cl (stereo not given)	-6%	15%	13%	-22%	24%[57.1 µM]	-6%	-19%	-0.8%	4%[57.1 µM]
O=c1oc2ccccc2c(NCc2ccccc2)c1[N+](=O)[O-]	2%	-21%	-2%	-2%	-7%	-12%	-1%	1.5%	-6%
CCCNC(=O)c1c(C)nn(-c2cccc(C)c2)c1-n1cccc1	0%	-8%	0%	-6%	26%[57.1 µM]	5%	-33%	5.1%	11%[57.1 µM]
Cc1ccc(NC(=O)CS(=O)CC(=O)Nc2ccc3c(c2)OCO3)cc1Cl (stereo not given)	-8%	-15%	-4%	-4%	-5%	14%	31%[activator]	1.2%	-2%
O=C(Cn1ccc(NC(=O)OCc2ccccc2)nc1=O)NCCCc1ccccc1	2%	?	5%	-17%	31%	1%	-8%	0.2%	9%
COc1ccc(CCNC(=O)CCc2ccccc2O)cc1OC	4%	-8%	-1%	-7%	14%[57.1 µM]	-3%	?	-1.1%	3%[57.1 µM]
N/C(=N\OC(=O)C1CC1)c1ccc([N+](=O)[O-])s1	-27%	-8%	2%	-4%	-4%[57.1 µM]	13%	109%[activator]	-0.1%	-24%[57.1 µM]
O=C(COC(=O)Cc1ccsc1)NNC(=O)c1ccccc1	-1%	-13%	-6%	6%	15%	-8%	3%	.	5%
CN(CC(=O)Nc1ccccc1Br)C(=O)c1cc2c(s1)CCCCC2	-2%	-12%	5%	-5%	1%	9%	-2%	0.2%	4%
Cc1ccsc1C1CC(=O)Nc2ccccc2S1 (stereo not given)	19%	-20%	19%	-13%	4%	-4%	492%[activator]	-1.0%	-3%
CCc1c(CN2CCN(c3cccc(C)c3)C(C)C2)csc1C (stereo not given)	0%	-25%	-2%	0%	-6%	2%	?	3.4%	-5%
COc1ccc(S(=O)(=O)N2CCSC2c2ccc(N)cc2)cc1 (stereo not given)	3%	-8%	7%	-7%	15%	-8%	-7%	1.4%	3%
Cc1ccsc1-c1nc(-c2ccccc2)c(-c2ccccc2)[nH]1	-1%	-17%	-6%	-6%	14%	-15%	13%	4.0%	19%
O=C(Nc1cccc(NC(=O)c2ccccc2Cl)c1)c1ccco1	0%	-23%	0%	-10%	18%	14%	-2%	-0.1%	5%
O=C(c1ccc(CNS(=O)(=O)c2ccccc2)cc1)N1CCN(Cc2ccccc2)CC1	-4%	-18%	3%	2%	12%	11%	10%	-1.0%	8%
CCCOc1ccc(C(=O)Nc2ccc3oc(-c4ccc5ccccc5c4)nc3c2)cc1	1%	-6%	5%	0%	13%	18%	2%	-0.5%	7%
Cc1ccc(C(=O)Nc2ccccn2)cc1S(=O)(=O)N1CCOCC1	3%	-18%	2%	-1%	-16%	1%	2%	0.1%	-9%
CCNC(=S)/N=C(\N)Nc1nc(C)c2cc(C)ccc2n1	?	-22%	11%	-30%	43%[57.1 µM]	?	?	0.5%	-2%[57.1 µM]

Not a retest: an excerpt of the list.
SMILES	Vif-A3F inh	USP1-UAF1 inh	IDH1 R132H inh	Vif-A3G inh	rTrxR1 inhibitor	RGS4 inh	12-LOX inh	RXFP1 ag	TrxR1 substrate
O=C(c1ccc(CNS(=O)(=O)c2ccccc2)cc1)N1CCN(Cc2ccccc2)CC1	-4%	-18%	3%	2%	12%	11%	10%	-1.0%	8%
CCCOc1ccc(C(=O)Nc2ccc3oc(-c4ccc5ccccc5c4)nc3c2)cc1	1%	-6%	5%	0%	13%	18%	2%	-0.5%	7%
Cc1ccc(C(=O)Nc2ccccn2)cc1S(=O)(=O)N1CCOCC1	3%	-18%	2%	-1%	-16%	1%	2%	0.1%	-9%
CCNC(=S)/N=C(\N)Nc1nc(C)c2cc(C)ccc2n1	?	-22%	11%	-30%	43%[57.1 µM]	?	?	0.5%	-2%[57.1 µM]
